IP6K1 inhibitor = IP6K1 kinase inhibition | Q92551 | IP6K1 kinase, ADP-Glo luminescence, 2 h; active compounds read low | activity change, % (series mostly up to about 58 µM) | 140,000 compounds, 0.81% hits; in the data active = activity change below about -25%
Target sequence (Q92551 whole entry, looked up): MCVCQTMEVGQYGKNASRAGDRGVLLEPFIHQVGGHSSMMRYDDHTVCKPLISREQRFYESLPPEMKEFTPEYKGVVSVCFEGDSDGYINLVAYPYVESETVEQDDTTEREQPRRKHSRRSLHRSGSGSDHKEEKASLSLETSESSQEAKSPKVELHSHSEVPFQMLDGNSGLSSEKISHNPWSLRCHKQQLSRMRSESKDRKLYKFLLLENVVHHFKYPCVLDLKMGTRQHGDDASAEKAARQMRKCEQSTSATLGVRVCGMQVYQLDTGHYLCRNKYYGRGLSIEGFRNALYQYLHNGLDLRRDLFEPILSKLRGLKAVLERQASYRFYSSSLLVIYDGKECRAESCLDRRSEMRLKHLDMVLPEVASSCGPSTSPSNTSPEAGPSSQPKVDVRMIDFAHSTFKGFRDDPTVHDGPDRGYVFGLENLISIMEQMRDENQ
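ADP-Glo luminescence measures ADP made by human IP6K1 during a 2 h RT reaction with ATP/IP6 (mix at 1.3 mM/130 uM); top library doses 57.5 and 19.1 uM final.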
HEK293 tox = kills HEK 293 cells; AID 1345083; Potency, µM (series often up to 115 µM), without a hit: at the highest dose activity change, negative = cytotoxicity, most hits filed as inhibitors; 94,000 compounds, 6.6% hits; HEK 293 viability, ATP luminescence (CellTiter-Glo), 48-72 h; note: potency is the fitted concentration of half-maximal effect; nearly all actives have a fitted effect of over 60% in size
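Cytotoxicity was scored by loss of ATP-coupled luminescence (CellTiter-Glo) in HEK 293 cells. Compound treatment ran 48 or 72 hr at 37 degree Celsius, 5% CO2, 95% humidity.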
Luciferase inh = inhibitors of firefly (Photinus pyralis) luciferase. purified P. pyralis luciferase, luminescence, biochemical. Potency, µM (top dose mostly 115 µM), inactives show at the highest dose activity change, negative = inhibition, most hits filed as inhibitors. P08659. 76,000 compounds, 2.5% hits; note: potency is the fitted concentration of half-maximal effect; nearly all actives have a fitted effect of over 65% in size
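Purified P. pyralis luciferase (10nM final) in 50mM Tris acetate pH 7.5, 10mM Mg acetate, 0.01% Tween-20, 0.05% BSA with 10uM D-luciferin and 10uM ATP. Compounds titrated qHTS. Luminescence imaged on CCD.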
NIH3T3 tox = NIH 3T3 cell cytotoxicity; NIH 3T3 viability, CellTiter-Glo ATP luminescence, 48-72 h; Potency, µM (highest dose often 96.7 µM), for the others: at the top dose activity change, negative = cytotoxicity, actives largely listed as inhibitors; 94,000 compounds, 4.3% hits; note: potency is the fitted concentration of half-maximal effect; nearly all actives have a fitted effect of over 55% in size
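First NIH 3T3 cells are plated at 400 cells/well; next compound is pinned in; then plates incubate 48 or 72 hr at 37 °C; finally CellTiter-Glo is added and luminescence read after 10 min.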
GPT2 inhibitor = blocks human glutamate pyruvate transaminase 2. AID 1671188. Recombinant GPT2, coupled pyruvate oxidase/HRP Amplex Red fluorescence. Q8TD30. 100,000 compounds, 0.25% hits. Potency, µM (highest dose often 57.7 µM), without a hit: at the highest dose activity change, negative = inhibition, hits mostly inhibitors; note: potency is the fitted concentration of half-maximal effect; nearly all actives have a fitted effect of over 60% in size; many of its hits are not listed in these tables
Target sequence (Q8TD30 whole entry, looked up): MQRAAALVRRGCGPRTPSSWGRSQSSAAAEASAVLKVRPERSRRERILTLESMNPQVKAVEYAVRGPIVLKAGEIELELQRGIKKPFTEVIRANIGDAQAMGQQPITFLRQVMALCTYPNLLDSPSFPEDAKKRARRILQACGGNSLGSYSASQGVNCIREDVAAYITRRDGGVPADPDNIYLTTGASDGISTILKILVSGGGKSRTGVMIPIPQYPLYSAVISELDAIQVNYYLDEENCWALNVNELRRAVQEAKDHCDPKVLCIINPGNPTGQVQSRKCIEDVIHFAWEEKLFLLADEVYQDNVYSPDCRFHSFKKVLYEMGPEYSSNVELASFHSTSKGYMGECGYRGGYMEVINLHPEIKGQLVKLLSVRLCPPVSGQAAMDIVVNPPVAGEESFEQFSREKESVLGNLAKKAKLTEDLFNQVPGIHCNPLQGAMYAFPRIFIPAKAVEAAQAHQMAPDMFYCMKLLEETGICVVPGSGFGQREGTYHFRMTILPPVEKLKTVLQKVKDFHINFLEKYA
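GPT2 10ng/uL, a-KG 250uM, L-Ala 2mM, HEPES pH7.5 + 0.0001% Tween; 30 min RT. Then Amplex mix (PO/HRP/ThPP), 30 min RT dark, fluorescence. AOA 50uM used as positive control.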
SNCA viab count = counter-screen for SNCA expression inhibitors: cell viability; 150,000 compounds, 0.12% hits; Potency, µM (series often up to 57.1 µM), for the others: at the highest dose activity change, negative = cytotoxicity, usual class: cytotoxic; AID 1671193; HEK-293-SNCA-luc viability, GF-AFC fluorescence, 24 h;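 note: potency is the fitted concentration of half-maximal effect; 0% = DMSO-treated cells and -100% = medium-only wells without cells; nearly all actives have a fitted effect of over 30% in size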
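HEK-293-SNCA-luc cells (1500/well) plated 24 h, then exposed 24 h to a dilution series; GF-AFC added 30 min at 37C, fluorescence 405/540 nm; normalised to medium-only and DMSO wells, Hill fit.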
SNCA expr inhib = inhibitors of alpha-synuclein (SNCA) gene expression. HEK-293 SNCA-luciferase knock-in, luminescence, 24 h. Potency, µM (highest dose often 57.2 µM), for the others: at the highest dose activity change, negative = inhibition, actives largely listed as inhibitors. 140,000 compounds, 0.17% hits. AID 1671194;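 note: potency is the fitted concentration of half-maximal effect; plate controls were DMSO cells for no effect and cell-free wells for full effect; nearly all actives have a fitted effect of over 45% in size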
* hit, by the source's call; i = inactive; ? = inconclusive; · = not tested or not shown; & = joins results of further samples; [ ] = dose if it differs, or a comment. Unless noted, calls come from the whole dose curve; as a rule, active = well fitted curve in the direction sought with a large enough effect; inconclusive = small, poorly fitted or top-dose-only effect, or another doubt; inactive = no such curve, though single readings can be large; an effect the other way counts as inactive or inconclusive. Unless noted, % is set by controls: 0 for no effect and ±100 for the full control effect. An excerpt. The share of hits here may be higher or lower than overall.

SMILES | IP6K1 inhibitor | HEK293 tox | SNCA expr inhib | Luciferase inh | GPT2 inhibitor | NIH3T3 tox | SNCA viab count
COc1ccc(C(=O)N2CCC3(CC2)C(OC)CN3c2cccc(F)c2)cc1 (stereo not drawn) | -4 | ? | ? | 3% | i | -16% | 3%
FC(F)(F)C1CN(c2cc(N3CCOCC3)ncn2)CCO1 (stereo not drawn) | 12 | -9% | -10% | -21% | 5% | -1% | -19%
Cc1nc(CN2Cc3nc(N(C)c4ccccc4)ccc3OCC2=O)cs1 | 2 | ? | -21%[87.6 µM] | -25%[172 µM] | -13%[88.5 µM] | ? | -10%[87.6 µM]
CCC1Oc2ccc(NC(=O)CC(C)(C)C)cc2CN(Cc2ccccc2F)C1=O (stereo not drawn) | 3 | ? | -14% | -9% | -29% | ? | -1%
O=C(NCc1cccc(F)c1)C1(c2ccc(Cl)cc2)CCOCC1 | 7 | ? | · | · | · | -23%[138 µM] | ·
O=C(NCc1ccco1)c1ccc(Cn2c(SCc3ccc(F)cc3)nc3cccnc32)cc1 | 32 | · | 44%[activator] | · | · | · | ?
Cc1cnc(C2CCC2)n1CC1CCN(C(=O)c2ccncc2)C1 (stereo not drawn) | 13 | 1% | -13% | · | -9% | 0% | 2%
COc1ccc(-c2onc(C)c2C)cc1S(=O)(=O)NCC1CCN(Cc2ccccc2F)CC1 | -7 | · | 22% | · | · | · | 1%
CC1=C(C(=O)OC2CCCC2)C(c2ccc(Cl)cc2)CC(=O)N1 (stereo not drawn) | 14 | · | -8% | · | · | · | 3%
O=C1COCC2(CN1)CN(Cc1ccc(Cl)cc1)C2 | 11 | ? | -6%[87.6 µM] | -6%[230 µM] | i | -4%[174 µM] | -1%[87.6 µM]
CC(C)c1noc(-c2cn(C3CCCN(C(=O)c4cccs4)C3)nn2)n1 (stereo not drawn) | 6 | ? | 23% | -5% | i | ? | -4%
Cn1cc(-c2ccccc2Oc2ccccc2)c2nc(CO)cn2c1=O | -6 | -21%[172 µM] | 68%[activator][87.6 µM] | 4%[172 µM] | -19%[88.5 µM] | ? | 9%[87.6 µM]
COc1cccc2c1OCCCN(CC1(O)CNCCOC1)C2 (stereo not drawn) | 14 | 2% | -19% | 0% | -13% | -4% | 2%
COCCOC1CCOC2(CCN(C(=O)c3cnc(C)cn3)CC2)C1 (stereo not drawn) | 9 | 5% | -13% | 2% | i | i | 6%[12.5 µM]
Cc1nnnn1-c1cccc(C(=O)N2CCC3(CCCN(C)C3=O)C2)c1 (stereo not drawn) | -6 | 2% | 3% | -5% | 4% | -16% | 6%

Profiles, quoted from the list:
Entry for `Cc1cnc(C2CCC2)n1CC1CCN(C(=O)c2ccncc2)C1` (stereo not drawn) : IP6K1 inhibitor: 13; HEK293 tox: 1%; SNCA expr inhib: -13%; Luciferase inh: ·; GPT2 inhibitor: -9%; NIH3T3 tox: 0%; SNCA viab count: 2%
Entry for `FC(F)(F)C1CN(c2cc(N3CCOCC3)ncn2)CCO1` (stereo not drawn) : IP6K1 inhibitor: 12; HEK293 tox: -9%; SNCA expr inhib: -10%; Luciferase inh: -21%; GPT2 inhibitor: 5%; NIH3T3 tox: -1%; SNCA viab count: -19%

Next structures:
SMILES | IP6K1 inhibitor | HEK293 tox | SNCA expr inhib | Luciferase inh | GPT2 inhibitor | NIH3T3 tox | SNCA viab count
Cc1nc(N2CCC(NC(=O)c3ccc[nH]3)CC2)cc(C(F)(F)F)n1 | 5 | -4% | 26% | 7% | -1% | -10% | -1%
O=S(=O)(c1ccc(F)cc1)N1CC(c2nnc(-c3ccncc3)o2)C2(CCOCC2)C1 (stereo not drawn) | 25 | -15% | -7% | 0% | i | -13% | -7%
COc1ccc(C(=O)N2CCCC(n3cc(-c4nc(C)no4)nn3)C2)cc1F (stereo not drawn) | 14 | -5% | 19% | 14% | i | -20% | -10%
O=Cc1cccc(N2CCN(C(=O)N3CCCC3)CC2=O)c1 | 16 | -23% | 45%[activator] | · | -2% | ? | 0%
CCOC(=O)c1c(NC(=O)CSc2cn(CCNC(=O)c3ccccc3F)c3ccccc23)sc2c1CCCC2 | 10 | · | 30% | · | · | · | 16%
CC(C)c1noc(-c2cn(C3CCN(C(=O)C4(c5ccccc5)CC4)C3)nn2)n1 (stereo not drawn) | -11 | -9% | 21% | 4% | 0% | -14% | 3%
CCn1c(CNC(=O)c2ccc(OC)cc2)nnc1SCC(=O)Nc1cccc(C)c1 | 29 | · | 64%[activator] | · | · | · | ?
O=C(c1ccc2c(c1)OCO2)N1CCC2(CC1)CC(c1cccnc1)=NO2 | -7 | ? | -9% | 1% | -1% | -13% | -15%
Cc1nn(-c2ccccc2)c2c1C(C1CC1)N(C1CCN(Cc3cccc(C(F)(F)F)c3)CC1)C2=O (stereo not drawn) | -4 | -2% | · | · | · | 1% | ·
CCOC(=O)Cn1c(=O)n(-c2ccccc2OC)c2nc(-c3ccc(C(C)C)cc3)nc(C(N)=O)c21 | 19 | · | 11% | · | · | · | 2%
COc1ccc(NC(=O)Cn2c(=O)oc3cc(S(=O)(=O)NC(C)C)ccc32)cc1OC | 8 | · | -17% | · | · | · | 2%
CC(=O)Oc1cccc2c1C(=O)c1c(OC(C)=O)cc(C(=O)O)cc1C2=O | 0 | · | 5%[25.6 µM] | · | i | · | 39%[23.9 µM]
COc1ccc(Nc2cnc3ccc(-c4ccccc4OC)nn23)cc1OC | -17 | ? | -11%[87.6 µM] | -16%[172 µM] | i | ? | -19%[87.6 µM]
CCC(NC(=O)c1ccc2nc(-c3ccc(F)cc3)cn2c1)c1cccnc1 (stereo not drawn) | -5 | ? | 95%[activator] | 16µM* | ? | ? | 2%
O=C(COc1ccccc1)N1CCOC[C@H](Oc2ccc(C(F)(F)F)cc2)C1 | 23 | ? | 4%[87.6 µM] | -4%[172 µM] | 3%[88.5 µM] | ? | 0%[87.6 µM]

(more compounds)
SMILES | IP6K1 inhibitor | HEK293 tox | SNCA expr inhib | Luciferase inh | GPT2 inhibitor | NIH3T3 tox | SNCA viab count
CC(=O)O[C@H]1[C@H](O)C[C@@]2(C)C(CC[C@]3(C)C2CC=C2C4CC(C)(C)CC[C@]4(C(=O)O)CC[C@]23C)C1(C)C (stereo partly drawn) | -10 | · | · | · | i | · | 19%[23.9 µM]
COCCN1C(=O)c2cccn2CC1CNC(=O)c1ccoc1 (stereo not drawn) | -6 | 1% | 2% | 0% | i | -2% | -4%
COc1ccc(CCN2C(=O)N(c3ccc(C)cc3)C(=O)C2CC(=O)Nc2ccc(OC)cc2)cc1 (stereo not drawn) | -9 | · | -29% | · | · | · | -23%
CSc1cccc(NC(=O)Nc2cccc(-c3ccc(N4CCCC4)nn3)c2)c1 | 8 | ? | 7% | 1.8µM* | -8% | ? | -6%
CNC(=O)[C@@H]1C[C@H](Oc2cccnc2)CN1C(=O)Cn1nc(C)cc1C | 0 | 2% | -7% | 3% | -5% | 0% | -3%
COc1ccc(C2C=C(c3ccccc3)Nc3nc(NS(=O)(=O)c4ccc(Cl)cc4)nn32)cc1 (stereo not drawn) | 17 | · | 30%[activator] | · | · | · | ?
COc1ccc(C(=O)N[C@H]2CO[C@H]3[C@@H]2OC[C@@H]3n2cc(CN(C)Cc3ccccc3)nn2)cc1 | -3 | -22% | -11% | -6% | i | -37% | -23%
COc1ccc(Cn2c(=O)[nH]c3cc(C(=O)N4CCN(c5cccc(Cl)c5)CC4)ccc3c2=O)cc1 | 2 | · | -3% | · | · | · | -5%
O=C(Nc1cc(-c2cccc(Cl)c2)nn1-c1ccccc1)c1ccccc1F | 7 | · | 5% | · | · | · | 14%
Fc1ccccc1-c1noc(-c2nc(Cc3ccccc3)no2)n1 | 2 | 0% | 62%[activator] | 20µM* | 0% | 0% | 10%
COc1ccc(C2(C(=O)N3CCCN(S(=O)(=O)c4ccccc4)CCC(=O)NCC3)CC2)cc1 | 0 | -3% | -5% | 2% | i | ? | 6%
Cc1ccc(NC(=O)C(=O)NCC2(c3ccccc3)CCCC2)cc1C | 4 | · | 28% | · | · | · | -4%
O=S(=O)(c1cccs1)N1CCN(c2ccc(Cl)cc2)CC1 | -13 | · | 30%[activator] | · | · | · | -3%
CC(C)N1C[C@H](C(=O)NCCOc2ccccc2)[C@H](C(=O)O)C1 | 21 | -17% | 114%[activator] | ? | i | -12% | -11%
COc1ccc(C)cc1NC(=O)C1CCCN(S(=O)(=O)c2ccc3[nH]c(=O)ccc3c2)C1 (stereo not drawn) | 6 | · | 32%[activator] | · | · | · | -4%

Going on with the list:
SMILES | IP6K1 inhibitor | HEK293 tox | SNCA expr inhib | Luciferase inh | GPT2 inhibitor | NIH3T3 tox | SNCA viab count
O=C(NCCc1ccc(Cl)cc1)c1cc(Br)cn2ccnc12 | 0&-10 | -27% | 8%&3% | 1%&-10% | 1% | -6%&-22% | 10%&-3%
COc1cc(C(=O)NCc2ccc(OCCN(C)C)cc2)cc(OC)c1OC | 5 | · | 43%[25.6 µM] | · | i | · | 8%[23.9 µM]
CNC(=O)N1CCC(C2CCN(C(=O)CCc3ccccc3OC)C2)CC1 (stereo not drawn) | -3 | 3% | -26% | -7% | i | 1% | -5%[12.5 µM]
Cc1cc(C)n(-c2ccc(NC(=O)CC[C@H]3NC(=O)c4ccccc4NC3=O)cc2)n1 | -3 | 0% | -18% | 0% | i | -8% | -8%
Cc1ccc(Cn2c(=O)c3c(nc4n3CCN4c3cc(C)cc(C)c3)n(C)c2=O)cc1 | -1 | · | 14% | · | · | · | -1%
COc1ncccc1-c1nc(-c2c(C)noc2C)cc2cc(C(C)C)oc12 | -9 | 89µM* | 31%[activator][87.6 µM] | -7%[172 µM] | -4%[88.5 µM] | ? | -7%[87.6 µM]
COc1ccc(C(=O)COC(=O)CCCC(=O)Nc2cc(C(F)(F)F)ccc2Cl)cc1 | -13 | · | 4% | · | · | · | 5%
CC(=O)N[C@H]1C[C@@H](c2nc(-c3ccc4c(c3)OCO4)no2)N(C)C1 | -14 | -14%[172 µM] | 2%[87.6 µM] | 2%[172 µM] | -7%[88.5 µM] | -23%[174 µM] | 8%[87.6 µM]
CC(C)NC(=O)NC[C@H]1O[C@@H](CC(=O)NCc2cccnc2)[C@H](O)[C@@H]1O | 16 | 1%[172 µM] | -3%[87.6 µM] | -6%[172 µM] | -2%[88.5 µM] | -10%[174 µM] | 10%[87.6 µM]
Cc1nc2ccccc2n1CCC(=O)N1CC[C@H](CO)[C@@H](O)C1 | 16 | -2% | 0% | 7% | 1% | 0% | -2%
Cc1cnc(-c2ccncc2)n1C1CCCN(C(=O)C2(c3ccccc3)CC2)C1 (stereo not drawn) | -6 | -14% | 8% | 5% | 4% | -15% | -2%
CC(=O)N1Cc2ccccc2CC2(CCCN(Cc3cccnc3)C2)C1 (stereo not drawn) | 6 | -12% | -22% | · | i | -9% | 8%

Compound activity deposited in PubChem BioAssay by National Center for Advancing Translational Sciences (NCATS).
